Screening data (PubChem)
MrgX1 ag = agonists of human MrgX1 receptor, primary screen, HEK293 cells, Fluo-4 calcium flux | B-score at 10 µM | actives 0.44% (n = 310,000) | AID 588627, 2011 | Fluo-4 calcium fluorescence, agonist mode; stronger effect = higher value | Mas-related G-protein coupled receptor member X1 (Homo sapiens), Q96LB2;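 active means calcium response B-score plate-corrected fluorescence ratio at least 3 library SD, with starting fluorescence B-score inside 5 SD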
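Material: HEK293 cells stably expressing human MrgX1 receptor | Quantity: 15,000 cells per well | Times: Cells plated overnight, dye loaded 0.5 h 37 °C, 0.5 h room temperature | Measured by: Kinetic Fluo-4 NW fluorescence of intracellular calcium | Control set: Positive and negative controls per plate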
MrgX1 PAM = positive allosteric modulators of MrgX1, primary screen, HEK293 cells, Fluo-4 calcium flux | Mas-related G-protein coupled receptor member X1 (Homo sapiens), Q96LB2 | FDSS; stronger effect = higher value | B-score at 10 µM | actives 0.63% (n = 310,000) | AID 588675, 2011;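 active means plate-corrected calcium response at least 3 library SD above typical, normal starting fluorescence, not activating the receptor alone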;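 further: compound read alongside a low EC10 to EC30 dose of BAM8-22 agonist; peak minus trough fluorescence over baseline measured at the second addition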
PolyA inh = polyadenylation inhibitors in yeast reporter cells, primary screen, luminescence, S. cerevisiae | S. cerevisiae SKY197-pL101 polyadenylation reporter, beta-gal luminescence; efflux-impaired pdr1/pdr3 knockout yeast; score 100 = 6 SD above DMSO | calls only at 12 µM | actives 0.02% (n = 300,000);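 active means lowest replicate activity score at least 50, where 100 means six control SD above control mean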;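 further: yeast exposed to compound for 9 h at 30 °C; higher score means more reporter readthrough which indicates perturbed polyadenylation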
AI-2 QS mod = Vibrio harveyi AI-2 quorum sensing modulators, primary screen, JMH597 strain, luminescence/OD600 ratio; Vibrio harveyi JMH597 AI-2 luminescence/OD600 ratio, 9 h; stronger effect = lower value; strain lacks LuxN and CqsS sensors; 0 = neutral-control median; actives 0.4% (n = 300,000); activity change, % at 7.5 µM; in the data active means activity change below about -75%, passing the limit was not always enough;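 further: luminescence divided by OD600 gain over 9 h not by final OD600 alone; inactives centre near 13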
TRPC4 agonist = activators of mouse TRPC4 channel, primary screen, Fluo4 calcium, HEK293 TRPC4beta/mu-opioid cells; Short transient receptor potential channel 4 (Mus musculus), Q9QUQ5; Fluo4 calcium fluorescence; stronger effect = higher value; B-score at 10 µM; actives 0.49% (n = 310,000); AID 2237, 2010;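 active means B-score above 5 SD of library B-scores, and initial fluorescence ratio not above library mean plus 5 SD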;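 further: positive B-score marks a calcium rise read as TRPC4 activation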
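Assay system – TRPC4beta and mu-opioid receptor HEK293 stable cells · Measured by – Fluo4 fluorescence, kinetic · Schedule – dye loading 45 min room temperature, 110 s kinetic read · Read-out – B-scored integrated calcium fluorescence ratio · Controls – buffer and maximal DAMGO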
TRPC4 PAM = positive allosteric modulators of TRPC4, primary screen, cell-based, mouse TRPC4beta, HEK293 mu-opioid, Fluo-4 calcium; Short transient receptor potential channel 4 (Mus musculus), Q9QUQ5; B-score at 10 µM; AID 2227, 2009; DAMGO EC20, Fluo-4 Ca2+ flux; stronger effect = higher value; actives 0.42% (n = 310,000);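 active means B-score of calcium response area above 5 SD of library B-scores, with initial fluorescence ratio within 5 SD of library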;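 further: B-score of integrated fluorescence ratio over time as area under calcium response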
MrgX1 antagonist = antagonists of human MrgX1 receptor, primary screen, HEK293 cells, Fluo-4 calcium flux; Mas-related G-protein coupled receptor member X1 (Homo sapiens), Q96LB2; BAM8-22 antagonism; stronger effect = lower value; B-score at 10 µM; actives 1.3% (n = 310,000); AID 588676, 2011;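 active means calcium-response B-score plate-corrected more than 3 library SD below zero, starting fluorescence within 5 deviations, no agonist response on first addition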;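 further: peak minus trough fluorescence over baseline after final BAM8-22 challenge near maximal dose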
TRPC6 act = mouse TRPC6 channel activators, primary screen, cell-based, HEK293, membrane potential dye | B-score at 10 µM | Short transient receptor potential channel 6 (Mus musculus), Q61143 | HEK293-TRPC6 membrane potential dye fluorescence; stronger effect = higher value | actives 0.13% (n = 310,000);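 active means B-score of the integrated fluorescence ratio above library mean plus 3 SD, and starting fluorescence ratio within library mean plus 5 SD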;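 further: higher score means more depolarization so channel activation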
Target sequence (Q61143 whole entry, looked up): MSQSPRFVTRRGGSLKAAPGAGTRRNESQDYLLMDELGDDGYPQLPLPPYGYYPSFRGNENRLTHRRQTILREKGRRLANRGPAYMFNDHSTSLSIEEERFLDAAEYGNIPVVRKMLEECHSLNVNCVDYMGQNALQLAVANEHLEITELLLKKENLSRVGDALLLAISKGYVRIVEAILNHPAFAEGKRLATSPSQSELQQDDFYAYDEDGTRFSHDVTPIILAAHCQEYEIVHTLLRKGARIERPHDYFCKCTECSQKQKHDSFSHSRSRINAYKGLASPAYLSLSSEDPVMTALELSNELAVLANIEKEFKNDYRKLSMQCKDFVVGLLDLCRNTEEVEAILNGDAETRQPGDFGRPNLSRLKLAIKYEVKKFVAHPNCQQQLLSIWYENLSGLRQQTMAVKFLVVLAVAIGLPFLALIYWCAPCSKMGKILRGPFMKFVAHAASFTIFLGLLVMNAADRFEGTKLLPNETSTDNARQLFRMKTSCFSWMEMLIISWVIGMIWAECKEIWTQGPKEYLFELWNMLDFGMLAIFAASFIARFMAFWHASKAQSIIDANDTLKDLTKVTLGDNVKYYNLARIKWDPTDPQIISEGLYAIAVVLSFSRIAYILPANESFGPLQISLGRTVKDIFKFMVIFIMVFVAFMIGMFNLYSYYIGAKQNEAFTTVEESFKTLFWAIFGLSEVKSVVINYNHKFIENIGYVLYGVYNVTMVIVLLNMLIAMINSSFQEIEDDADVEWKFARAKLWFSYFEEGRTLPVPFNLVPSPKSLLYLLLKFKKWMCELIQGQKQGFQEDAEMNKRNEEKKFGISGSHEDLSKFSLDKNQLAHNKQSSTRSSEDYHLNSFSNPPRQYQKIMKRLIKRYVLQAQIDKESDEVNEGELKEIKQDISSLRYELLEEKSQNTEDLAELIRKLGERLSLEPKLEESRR
TRPC4 block = inhibitors of mouse TRPC4 channel, primary screen, Fluo4 calcium, HEK293 TRPC4beta/mu-opioid cells. Short transient receptor potential channel 4 (Mus musculus), Q9QUQ5. DAMGO-evoked Fluo4 calcium flux; stronger effect = lower value. B-score at 10 µM. actives 0.39% (n = 300,000). AID 2247, 2010;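 active means B-score over 3 SD under the library average, no early fluorescence shift, positive overall ratio signal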
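Signal: kinetic Fluo4 fluorescence imaging of calcium influx. Material: stable TRPC4beta/mu-opioid receptor HEK293 cells. Probe or stimulus: DAMGO in two steps, submaximal then maximal.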
HIF act = HIF pathway transcriptional activators, primary screen, cell-based, U2OS HRE-luciferase, luminescence; U2OS HRE-luciferase reporter; normalized: DMSO 0%, desferrioxamine 100%; activation, % at 7.5 µM (by protocol); actives 0.32% (n = 300,000);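 active means mean activation of at least 10% of the iron chelator positive control signal, with at least half of replicates also reaching 10%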
TRPC6 inhibitor = mouse TRPC6 channel inhibitors, primary screen, cell-based, HEK293, membrane potential dye; B-score at 10 µM; Short transient receptor potential channel 6 (Mus musculus), Q61143; actives 1.1% (n = 310,000); ACh-evoked depolarization; stronger effect = lower value;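 active means B-score under library mean minus 3 SD, initial fluorescence not abnormally high, positive integrated signal ratio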;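 further: B-score derived from integrated fluorescence ratio over the kinetic read; more negative B-score means stronger inhibition of depolarization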
The depositor's hits bear a star; i = inactive; . = no result given.

SMILES | MrgX1 ag | MrgX1 PAM | PolyA inh | AI-2 QS mod | TRPC4 agonist | TRPC4 PAM | MrgX1 antagonist | TRPC6 act | TRPC4 block | HIF act | TRPC6 inhibitor
COc1cccc(N2C(=O)CC(Nc3ccc(N4CCOCC4)cc3)C2=O)c1 (configuration not stated) | i | i | i | 25 | i | i | i | i | i | -0.1 | i
O=C(NCCc1nnc2ccc(NCc3ccc(F)cc3)nn12)c1ccccc1 | i | i | i | -14 | i | i | i | i | i | 0.4 | i
O=C(NCC(c1ccco1)N1CCN(c2ccc(F)cc2)CC1)C1CCCCC1 (configuration not stated) | i | i | i | 16 | i | i | i | i | i | -50 | i
CSc1nc(-c2ccccc2)nc(N)c1C(C)=O | i | i | i | 32 | i | i | i | i | i | 0.2 | i
Cc1cccc2sc(NC(=O)c3ccc(NS(=O)(=O)c4cccs4)cc3)nc12 | i | i | i | 13 | i | i | i | i | i | 0.8 | i
CC(C)CC(NC(=O)C1CCCCC1)C(=O)NC(C)c1ccccc1 (configuration not stated) | i | i | i | 10 | i | i | i | i | i | 3.5 | i
O=[N+]([O-])c1cccc(CNC2CCCCCC2)c1 | i | i | i | 16 | i | i | i | i | i | 0.4 | i
COc1cccc(/C=N/N(C)C2=NS(=O)(=O)c3ccccc32)c1O | i | i | i | 12 | i | i | i | i | i | 0.3 | i
Cc1cc(C[n+]2ccsc2N)c2ncccc2c1 | i | i | i | 10 | i | i | i | i | i | -0.3 | i
Cc1ccc(CCNC(=O)c2cccc(NC3=NC4CS(=O)(=O)CC4S3)c2)cc1 (configuration not stated) | i | i | i | 18 | i | i | i | i | i | -0.1 | i
COC(=O)c1sccc1NC(=S)N1C(C)CCCC1C (configuration not stated) | i | i | i | 3 | i | i | i | i | i | 0.5 | i
O=C(Cc1c[nH]c2ccccc12)NC1(C(=O)NC2CCCCC2)CCCCC1 | i | i | i | 10 | i | i | i | i | i | -0.1 | i
O=C(NCc1ccc2c(c1)OCO2)c1ccc(-n2cnnn2)cc1 | i | i | i | 2 | i | i | i | i | i | -0.1 | i
CCOc1ccc(N2C(=O)CC(NCCc3ccc(S(N)(=O)=O)cc3)C2=O)cc1 (configuration not stated) | i | i | i | 4 | i | i | i | i | i | 0.1 | i
COc1nc(N)c(C#N)c(-c2ccc(N(C)CCC#N)cc2)c1C#N | i | i | i | 17 | i | i | i | i | i | 1.0 | i
O=C(Nc1cccc(Cl)c1)c1cc(S(=O)(=O)N2CCOCC2)cs1 | i | i | i | 22 | i | i | i | i | i | 0.4 | i
Cc1cc(C)cc(N(CC(=O)NC2CCCCC2)C(=O)c2ccc(C)s2)c1 | i | i | i | 21 | i | i | i | i | i | -0.1 | i
COc1ccccc1NC(=O)Cn1nnc(-c2ccccc2NC(=O)c2cccs2)n1 | i | i | i | 13 | i | i | i | i | i | -0.2 | i
COc1ccccc1CC(=O)NC1CCN(Cc2ccccc2)CC1 | i | i | i | -5 | i | i | i | i | i | -30 | i
O=C(Nc1nc(-c2cc(F)ccc2F)cs1)c1ccccn1 | i | i | i | 20 | i | i | i | i | i | 5.7 | i
CSc1ncccc1C(=O)N1CCCC(C(=O)c2ccc3ccccc3c2)C1 (configuration not stated) | i | i | i | -9 | i | i | i | i | i | -0.3 | i
Cc1cc(C(=O)CN2C(=O)NC3(CCC(C)CC3)C2=O)c(C)n1C (configuration not stated) | i | 12* | i | 21 | i | i | i | i | i | -0.5 | i
Cc1cccc(C(=O)OC(C)CN2CCOCC2)c1 (configuration not stated) | i | i | i | 9 | i | i | i | i | i | 0.8 | i
CCN(CCNC(=O)CCCn1nc(C)n2c(cc3sccc32)c1=O)c1ccccc1 | i | i | i | -8 | i | i | i | i | i | -0.4 | i
Cc1ccc(NC(=O)CSCC(=O)N2CCN(Cc3ccc4c(c3)OCO4)CC2)cc1 | i | i | i | 13 | i | i | i | i | i | -0.4 | i
CC1(C)C2CC[C@]3(C)C(CC=C4[C@@H]5C[C@@](C)(CO)[C@@H](O)C[C@]56C[C@@H](OC6=O)[C@]43C)[C@@]2(C)CC[C@@H]1O (some centres not stated) | i | i | i | -1 | i | i | i | i | i | -0.4 | i
O=C(NCC(=O)N1CCOCC1)c1ccccc1 | i | i | i | 1 | i | i | i | i | i | 1.1 | i
CCOC(=O)c1c(-c2ccc(OC)cc2)csc1NC(=O)COc1ccc2c(C)cc(=O)oc2c1 | i | i | i | 13 | i | i | i | i | i | 0.7 | i
CCOc1ccc(NC(=O)CSc2nnc(-c3ccccn3)n2C)cc1 | i | i | i | 5 | i | i | i | i | i | -0.1 | i
Cc1ccc(C)c(NC(=O)c2ncn[nH]2)c1 | i | i | i | 11 | i | i | i | i | i | 0.1 | i
CCOc1cc(C)nc(NCc2ccccc2)n1 | i | i | i | 4 | i | i | i | i | i | -21 | i
O=C(c1ccco1)N1CCN(C(=O)C(c2ccccc2)c2ccccc2)CC1 | i | i | i | 3 | i | i | i | i | i | 0.9 | i
CC(=O)c1cn(CC(=O)Nc2ccc(C)c(C)c2)c2ccccc12 | i | i | i | 13 | i | i | i | i | i | -0.3 | i
CCOC(=O)c1[nH]c2ccccc2c1NC(=O)C1CCCCC1 | i | i | i | 1 | i | i | i | i | i | -0.2 | i
COc1ccc(CCN2C(=O)c3ccccc3C2(O)c2ncc[nH]2)cc1OC (configuration not stated) | i | i | i | 4 | i | i | i | i | i | 0.3 | i
COc1ccc(CCN2CC(C(=O)NCCCn3nc(C)cc3C)CCC2=O)cc1 (configuration not stated) | i | i | i | 20 | i | i | i | i | i | -0.3 | i
Cc1ccc(Sc2c(C(=O)Nc3ccc(F)cc3F)c(C(F)(F)F)nn2C)cc1 | i | i | i | 39 | i | i | i | i | i | 0.1 | i
Cn1c(N)c(Sc2ccccc2[N+](=O)[O-])c(=O)n(C)c1=O | i | i | i | 26 | i | i | i | i | i | 0.2 | i
O=C(NCc1cccnc1)C1CCN(S(=O)(=O)c2cccs2)CC1 | i | i | i | 3 | i | i | i | i | i | 0.1 | i
COc1cccc2cc(/C(=N/O)c3ccc(Br)cc3)oc12 | i | i | i | 41 | i | i | i | i | i | -0.9 | i
COc1ccccc1Nc1nn2c(=O)c3ccc(C(=O)N4CCCC(C)C4)cc3nc2s1 (configuration not stated) | i | i | i | . | i | i | i | i | i | -0.7 | i
Cc1nn(CC(=O)NC(=O)NC2CCCC(C)C2C)c(=O)c(C#N)c1C (configuration not stated) | i | i | i | 7 | i | i | i | i | i | -0.9 | i
O=C(NC1=NCCS1)c1cc(-c2ccccc2)nn1-c1ccccc1 | i | i | i | 20 | i | i | i | i | i | 0.2 | i
COc1ccccc1-n1cc(C(=O)NCC(=O)N2CCN(Cc3ccccc3)CC2)c2ccccc2c1=O | i | i | i | 23 | i | i | i | i | i | 1.0 | i
Cc1ccccc1NC(=S)N(C)Cc1cccs1 | i | i | i | 23 | i | i | i | i | i | 0.1 | i
S=C(c1ccc(N2CCOCC2)cc1)N1CCCCC1 | i | i | i | -1 | i | i | i | i | i | -41 | i
CC1c2cc3c(cc2CCN1C(=O)c1cccc(Cl)c1)OCCCO3 (configuration not stated) | i | i | i | 12 | i | i | i | i | i | 3.6 | i
CCCn1c(=O)c2ccccc2n2c(SCCOc3ccc(C)cc3)nnc12 | i | i | i | 0 | i | i | i | i | -6* | 0.4 | i
Nc1nnc(SC2CCCC2)s1 | i | i | i | 8 | i | i | i | i | i | 0.4 | i
CC1(C)CC(NC(=O)CCc2nnc(CCCCc3ccccc3)o2)CCO1 (configuration not stated) | i | i | i | 16 | i | i | i | i | i | 0.3 | i
CC1CCCN(C(=O)CCCNC(=O)c2ccc(Cl)cc2)C1 (configuration not stated) | i | i | i | 17 | i | i | i | i | i | 0.3 | i
COc1ccc(Cl)cc1NS(=O)(=O)c1cccc(C(=O)NC2CCC(O)CC2)c1 (configuration not stated) | i | i | i | 15 | i | i | i | i | i | -0.6 | i
COc1ccc(Cn2nnc3c(=O)[nH]c(C4CCCN(C(=O)c5ccccc5)C4)nc32)cc1 (configuration not stated) | i | i | i | 12 | i | i | i | i | i | 0.1 | i
COc1ccccc1NC(=O)/C(C#N)=C/c1cc([N+](=O)[O-])ccc1N1CCCC1 | i | i | i | 7 | i | i | -6.6* | i | i | -1.8 | i
CC(C)Oc1ccc(C(=O)Nc2nc3ccccc3[nH]2)cc1 | i | i | i | . | i | i | i | i | i | -3.5 | i
Cc1cc(N2CCN(C)CC2)nc2ccc(NC(=S)N3CCN(c4ccc(Cl)cc4)CC3)cc12 | i | i | i | 6 | i | i | i | i | i | -0.2 | i
O=C(/C=C/c1ccco1)NCc1ccco1 | i | i | i | -6 | i | i | i | i | i | 0.0 | i

Part of the list above in order of heavy-atom count, high to low:
SMILES | MrgX1 ag | MrgX1 PAM | PolyA inh | AI-2 QS mod | TRPC4 agonist | TRPC4 PAM | MrgX1 antagonist | TRPC6 act | TRPC4 block | HIF act | TRPC6 inhibitor
COc1ccc(Cl)cc1NS(=O)(=O)c1cccc(C(=O)NC2CCC(O)CC2)c1 (configuration not stated) | i | i | i | 15 | i | i | i | i | i | -0.6 | i
Cc1cc(C)cc(N(CC(=O)NC2CCCCC2)C(=O)c2ccc(C)s2)c1 | i | i | i | 21 | i | i | i | i | i | -0.1 | i
Cn1c(N)c(Sc2ccccc2[N+](=O)[O-])c(=O)n(C)c1=O | i | i | i | 26 | i | i | i | i | i | 0.2 | i

Not all compounds are listed. The share of hits here may be higher or lower than overall.
